TCR-CD3 inh – human TCR-CD3 binding inhibition; TAMRA-labeled TCR probe fluorescence, biochemical; inhibition, % at 9.4 µM; hit rate 0.37% among 360,000; AID 651800; in the data active means inhibition above about 19%;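 further: recombinant mutant TCR 2C K166C tagged with TAMRA read by polarization; 0% = receptor in buffer alone and 100% = receptor with positive control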
LEDGF integ inh – blocks HIV-1 LEDGF/p75-dependent DNA integration | inhibition, % at 3.7 µM | TR-FRET IN-LEDGF/p75 DNA integration, Eu/Cy5 | hit rate 0.64% among 370,000;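 active means inhibition above the screen-wide mean plus 3 SD, cut at about 13% in these data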;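 further: signal is the Cy5 over europium emission ratio at 671 and 618 nm; 0% = plate median of compound wells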
TDP2 absorb – TDP2 (human) inhibition, absorbance primary screen. O95551. recombinant TDP2, T5PNP hydrolysis, p-nitrophenol absorbance 415 nm. inhibition, % at 12.8 µM. hit rate 0.34% among 370,000. AID 720702;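 active means inhibition above the mean of all tested compounds plus 3 SD, set per campaign, cut at about 25% in these data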;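 further: 0% = DMSO with enzyme and 100% = buffer with substrate but no TDP2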
Target sequence (O95551 whole entry, looked up): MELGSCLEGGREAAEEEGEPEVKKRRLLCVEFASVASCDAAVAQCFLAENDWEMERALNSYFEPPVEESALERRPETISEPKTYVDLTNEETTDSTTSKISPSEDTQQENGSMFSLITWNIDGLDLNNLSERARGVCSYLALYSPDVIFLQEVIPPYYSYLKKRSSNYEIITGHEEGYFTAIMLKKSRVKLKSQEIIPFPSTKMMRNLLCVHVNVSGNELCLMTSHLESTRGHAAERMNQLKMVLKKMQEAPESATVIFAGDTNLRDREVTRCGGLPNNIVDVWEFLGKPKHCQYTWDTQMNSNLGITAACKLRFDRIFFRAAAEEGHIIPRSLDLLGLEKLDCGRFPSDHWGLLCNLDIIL
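Assay system: Recombinant human TDP2 | Quantity: 120 nM TDP2 per well | Incubation: 2 h at 37 °C | Signal: Epi absorbance | Evaluation: Percent inhibition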
DDE Tn7 FP inh – DD(E)-Tn7 binding inhibition, primary FP screen; FP displacement of FITC-Tn7 peptide from fibrin DD(E); 0% = median of compound wells per plate; hit rate 0.13% among 370,000; inhibition, % at 8.3 µM;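 active means inhibition above the mean of compounds falling within the control limits plus 3 SD of them, cut at about 14% in these data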;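 further: 0% = plate median of compound wells and 100% = 10 µM Aha-Tn7 peptide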
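Assay system: Human fibrin DD(E) protein | Medium: Tris buffer with calcium and detergent, pH 7.8 | Reagent: 0.1 µM fluorescent Tn7 | Compound dosing: Single point at 8.3 µM | Times: 10 min preincubation, 3 h with tracer, room temperature | Detection: Fluorescence polarization of the labelled Tn7 tracer | Controls: Aha-Tn7 high control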
UHRF1 MBD2 ctr – blocks human UHRF1 binding to methylated DNA; inhibition, % at 4.4 µM; UHRF1 binding to methylated oligo, TR-FRET; hit rate 0.75% among 370,000; AID 687016; in the data active means inhibition above about 21%;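 further: UHRF1 SRA domain binding a hemimethylated CpG hairpin DNA probe; 0% = median of test compound wells and 100% = reference inhibitor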
PG9 Ab binder – PG9 antibody binding by small molecule; hit rate 0.43% among 360,000; TR-FRET gp120-PG9 antibody binding; inhibition, % at 6.7 µM; in the data active means inhibition above about 8.5%
HTRA1 inh – blocks human HTRA1 serine peptidase; Q92743; recombinant HTRA1, FP-rhodamine activity-based probe, fluorescence polarization; inhibition, % at 5.96 µM; hit rate 0.5% among 340,000; AID 504803; in the data active means inhibition above about 36%;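 further: 0% = enzyme with DMSO and 100% = wells lacking enzyme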
Target sequence (Q92743 whole entry, looked up): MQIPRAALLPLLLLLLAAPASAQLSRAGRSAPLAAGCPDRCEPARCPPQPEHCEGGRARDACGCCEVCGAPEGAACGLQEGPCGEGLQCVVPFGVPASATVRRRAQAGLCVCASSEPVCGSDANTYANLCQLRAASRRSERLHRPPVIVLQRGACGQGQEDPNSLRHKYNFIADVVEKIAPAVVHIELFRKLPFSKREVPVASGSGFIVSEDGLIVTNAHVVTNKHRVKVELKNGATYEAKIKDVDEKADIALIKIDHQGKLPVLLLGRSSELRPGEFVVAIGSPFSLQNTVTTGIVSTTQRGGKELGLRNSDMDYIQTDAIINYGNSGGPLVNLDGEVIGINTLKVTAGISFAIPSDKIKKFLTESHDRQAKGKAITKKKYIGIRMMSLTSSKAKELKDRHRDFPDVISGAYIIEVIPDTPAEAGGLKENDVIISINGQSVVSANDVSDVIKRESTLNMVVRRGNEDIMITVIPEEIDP
ABHD4 inh – inhibitors of mouse ABHD4. Q8VD66. purified mABHD4, FP-Rh probe fluorescence polarization. inhibition, % at 8.92 µM. hit rate 0.54% among 370,000;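 active means inhibition exceeding the mean over every tested compound plus 3 SD, cut at about 30% in these data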;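 further: 0% = plate median of compound wells and 100% = S159A mutant with DMSO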
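system = mouse ABHD4 enzyme, wild type | medium = HEPES pH 7.0, NaCl, Pluronic buffer | also added = FP-Rh probe | incubation = Enzyme–compound pre-incubation 45 min, then probe 60 min, both 25 °C | technique = fluorescence polarization, excitation 525 nm, emission 598 nm, BODIPY TMR filters | controls = S159A mutant high control, sample median low control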
SIAE inh – inhibitors of human sialic acid acetylesterase SIAE; Q9HAT2; SIAE FP-Rh probe binding, fluorescence polarization; inhibition, % at 9.66 µM; hit rate 0.69% among 370,000;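 active means inhibition above a cutoff: mean of compounds within the control limits plus 3 SD of those, cut at about 17% in these data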;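 further: 0% = plate median of compound wells and 100% = probe without SIAE protein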
PRMT1 FP inh – PRMT1 (human) inhibition, primary screen | Q99873 | recombinant PRMT1, activity-based probe fluorescence polarization | inhibition, % at 2.79 µM | hit rate 1.3% among 370,000;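 active means inhibition above about 21% made by adding two undisclosed values, limit read from the data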
Numbers without * were called inactive; . = no result given. Rows were taken by chance; 4.2% or so of the library scored in one or more.

SMILES	TCR-CD3 inh	LEDGF integ inh	TDP2 absorb	DDE Tn7 FP inh	UHRF1 MBD2 ctr	PG9 Ab binder	HTRA1 inh	ABHD4 inh	SIAE inh	PRMT1 FP inh
O=C1CN(C(=O)c2cc(F)cc(F)c2)c2ccccc2N1	1	2	-1	4	3	-1.8	6	-5	8	-8
O=S(=O)(c1ccccc1Br)N(CC(O)COCc1ccccc1)C1CC1 (centres undefined)	-5	-5	-6	6	1	-2.4	-10	0	-1	5
CC1CN(C(=O)COC(=O)c2ccc3ccccc3c2)CC(C)O1 (centres undefined)	-2	-5	-8	4	-5	-0.5	3	0	2	-2
Fc1ccc(NC(=S)N2CCCC2)cc1	-4	2	2	-1	-2	1.9	-3	1	0	-4
CCOC(=O)C1=CC[C@@H](c2ccc([N+](=O)[O-])cc2)N(S(=O)(=O)c2ccc(C)cc2)[C@H]1c1ccccc1	6	-1	-4	-8	-2	0.4	.	0	-6	-1
O=C(/C=C/c1ccc(F)cc1)Nc1ccc(S(=O)(=O)N2CCOCC2)cc1	-3	-2	2	8	-2	-1.1	2	-4	-15	0
CS(=O)(=O)Nc1ccc(C(=O)NCCSc2ccc(Cl)cc2)cc1	-4	3	-4	-3	1	-2.6	2	-4	3	-3
CCOC(=O)c1ccccc1NC(=O)Cn1cnc2c(cnn2-c2ccccc2)c1=O	-1	0	-6	3	-1	0.6	9	1	-2	-1
Cc1cccc(CSCc2ccc(C(=O)NC3CCCC3)o2)c1	1	-1	-1	2	-2	-0.1	5	-3	3	-7
CCn1nc(C)c(/C=N\NC(=O)c2ccc3c(c2)OCO3)c1C	1	-2	-6	5	1	-0.1	1	6	-5	1
C=CCOc1nc2c(c(=O)n(C)c(=O)n2C)n1Cc1ccccc1Cl	1	-1	0	2	-1	-0.8	-3	-4	2	2
Cc1cccc(C(=O)Nc2nnc(C3=COCCO3)o2)c1	-5	3	-18	2	1	-1.9	0	-3	-9	-3
COC(=O)c1cc2occc2n1CC(=O)Nc1ccc(C)cc1C	1	4	2	14*	-1	-0.2	0	1	-3	1
O=C(Nc1ccccc1N1CCN(C(=O)c2ccccc2)CC1)c1cc2ccccc2o1	0	-3	-5	7	1	0.4	-2	6	-2	0
Cc1ccc(SCC(=O)NC2CCCCCC2)cc1	-1	-1	-1	-2	-1	-2.1	-2	-1	4	-1

5 compounds already listed, ordered by the value under UHRF1 MBD2 ctr, lowest first.
SMILES	TCR-CD3 inh	LEDGF integ inh	TDP2 absorb	DDE Tn7 FP inh	UHRF1 MBD2 ctr	PG9 Ab binder	HTRA1 inh	ABHD4 inh	SIAE inh	PRMT1 FP inh
CC1CN(C(=O)COC(=O)c2ccc3ccccc3c2)CC(C)O1 (centres undefined)	-2	-5	-8	4	-5	-0.5	3	0	2	-2
Cc1cccc(CSCc2ccc(C(=O)NC3CCCC3)o2)c1	1	-1	-1	2	-2	-0.1	5	-3	3	-7
C=CCOc1nc2c(c(=O)n(C)c(=O)n2C)n1Cc1ccccc1Cl	1	-1	0	2	-1	-0.8	-3	-4	2	2
O=S(=O)(c1ccccc1Br)N(CC(O)COCc1ccccc1)C1CC1 (centres undefined)	-5	-5	-6	6	1	-2.4	-10	0	-1	5
O=C1CN(C(=O)c2cc(F)cc(F)c2)c2ccccc2N1	1	2	-1	4	3	-1.8	6	-5	8	-8

(next part)
SMILES	TCR-CD3 inh	LEDGF integ inh	TDP2 absorb	DDE Tn7 FP inh	UHRF1 MBD2 ctr	PG9 Ab binder	HTRA1 inh	ABHD4 inh	SIAE inh	PRMT1 FP inh
COc1cc(/C=N/NC(=O)Cc2ccccc2)ccc1Oc1ccc([N+](=O)[O-])cc1[N+](=O)[O-]	6	-2	11	6	0	-2.2	-7	6	-7	-1
Cc1[nH]c(C)c2c(=O)n(Cc3ccccc3Cl)ncc12	-1	0	5	-3	2	-2.0	.	7	8	2
Cc1cc(-c2ccc(/C=N/n3cnnc3)o2)c(C)c([N+](=O)[O-])c1	6	0	7	0	0	-2.9	-27	2	1	-1
CC(C)(C)Sc1ccc(N)nc1	-6	0	0	1	1	1.1	-1	-6	-1	36*
CC(=O)c1ccc(NC(=O)C(C)Sc2nnc(C3CCCCC3)o2)cc1 (centres undefined)	2	0	-10	7	-3	-1.6	.	4	6	1
Cc1ccc(C(=O)NCCCNC(=O)c2ccco2)cc1C	-1	0	-5	-4	2	-2.2	-1	-6	1	-4
O=C(Cc1c(F)cccc1Cl)NCCCn1ccnc1	5	-2	6	-1	-1	1.0	-4	4	1	-4
Cc1cc(C)c(NC(=O)CS)c(Cl)c1	-5	0	3	0	-2	0.0	-1	0	9	10
Cn1c(NCCOc2ccccc2)nc2cc(-c3ccc(F)cc3)sc2c1=O	0	5	-20	6	1	1.3	.	-13	-11	-3
Cc1ccccc1OCCSc1nc2ccccc2n1CCC(=O)O	-8	-5	-5	3	2	-0.8	3	-1	-1	0
CCN(CC)C(=O)c1sc2nc(-c3ccccn3)[nH]c(=O)c2c1C	-13	-7	-12	6	3	-0.2	3	11	2	2
COc1ccc(CNC(=O)O[C@H]2CC[C@@]34CCCN3C(=O)CCC[C@H]4[C@H]2C)cc1OC	.	-2	6	0	-2	.	.	2	12	-2
O=C(COC(=O)/C=C/c1cccc(C(F)(F)F)c1)NCc1ccccc1	-4	-7	3	7	2	-2.8	-2	-2	-1	2
Cc1ccccc1NC(=O)Nc1nc(C(N)C2CCCCC2)cs1 (centres undefined)	-5	5	-2	-2	1	-0.8	.	-2	4	1
CCC(Oc1ccccc1)C(=O)Nc1nnc(S(=O)(=O)Nc2ccccc2)s1 (centres undefined)	9	-1	3	-3	-1	2.9	-4	-8	1	0
OCC[C@H]1C[C@H](O)[C@@H](O)[C@]2(CCCO2)O1	3	1	6	-3	-1	1.5	0	-6	-3	-1
CCOC(=O)C1CCN(C(=O)C2CCCN(c3ncnc4c3nc3n4CCCCC3)C2)CC1 (centres undefined)	3	2	1	0	-3	-1.7	6	4	7	-2
NC(=O)Cc1ccc(OCc2nn[nH]n2)cc1	3	-2	8	-7	2	-1.4	6	6	5	1
O=S1(=O)N=C(Nc2ccc(S(=O)(=O)N3CCCCC3)cc2)c2ccccc21	5	1	2	4	0	0.4	-10	-40	-27	1
CN(C)C(=O)COc1ccc(Oc2ccccc2)cc1	2	2	6	-4	-2	-1.1	1	1	4	-4
CC(C)c1[nH]nc2c1C(c1cccs1)C(C#N)=C(N)O2 (centres undefined)	14	0	3	9	-4	-1.6	-4	0	4	4
COc1cccc(NC(=O)N2CCN(c3cccc(C)c3)C(C)C2)c1 (centres undefined)	6	-2	-6	1	-1	1.7	0	5	3	-3
Cc1ccc(CCNC(=O)c2cc(S(=O)(=O)N3CCCC3)cn2C)cc1	6	2	-4	-2	-1	0.9	3	-1	-2	-7
CC(C)(C)NS(=O)(=O)c1ccc(CCC(=O)NCc2cccnc2)cc1	-4	1	-12	-9	-1	-1.7	-4	-8	2	-2
O=C(Nc1cccc(S(=O)(=O)N2CCCCC2)c1)C1CCCN1S(=O)(=O)c1ccccc1F (centres undefined)	7	2	1	-4	0	-0.5	-7	-7	-8	-1
CCCCn1c(SCC(=O)NC2CC2)nnc1-c1ccncc1	-4	0	-12	-8	2	0.8	3	0	-1	-5
CCOC(=O)Nc1ccc(N2CCOCC2)c(S(=O)(=O)N2CCOCC2)c1	0	2	-4	6	-1	1.5	-4	-4	0	1
CC(C)C(=O)N1CCC1(C)C(=O)NCc1ccc(C(C)(C)C)cc1 (centres undefined)	-13	-2	0	8	2	-1.6	.	-7	-5	8
O=C(NCCc1ccccc1)c1cccc(S(=O)(=O)N2CCCCC2)c1	7	2	-12	6	-2	1.0	2	1	-3	3
O=C(Cc1c(F)cccc1Cl)NCc1cccnc1	-7	2	-12	-7	-1	-2.9	-16	-4	-5	-2
CCOC(=O)c1ccccc1OCc1cc(/C=N/n2cnnc2)ccc1OC	2	1	-9	6	4	-0.7	-5	-3	9	-2
CCOC(=O)c1c(SC)n(-c2ccccc2)c(=S)n(-c2ccccc2)c1=O	1	1	14	2	-2	-0.8	4	-3	-1	-2
O=C(O)c1cccc(NC(=S)NC(=O)c2cccc(OCc3ccccc3)c2)c1	-4	-4	-2	4	0	-1.6	-26	-37	-14	1
CC(C)C(=O)Nc1nnc(SCC(=O)Nc2ccc3c(c2)OCO3)s1	-2	0	-3	4	1	-3.3	1	5	2	2
O=C(CCSCCc1ccccn1)Nc1ccccn1	-3	2	5	6	0	-0.1	1	4	7	3
Cc1nnc2sc(-c3ccccn3)nn12	3	2	3	0	1	1.3	8	6	-2	-2
COc1cc(OC)c(C(=O)OC(C)C(=O)Nc2cccc(C(F)(F)F)c2)cc1OC (centres undefined)	2	2	1	-3	-4	-1.2	-8	-2	1	0
CCN(CC)C(=O)CSc1nc2c(sc(=S)n2-c2ccccc2)c(=O)n1-c1ccc(OC)cc1OC	6	0	8	-1	1	2.5	0	4	7	13
Cc1cc(C)cc(N(CC(=O)Nc2cc(C)ccc2C)S(=O)(=O)c2c(C)[nH]c(=O)[nH]c2=O)c1	-9	1	-27	1	2	-0.3	5	-12	-9	-1
COC(=O)c1[nH]c2ccc(C)cc2c1NC(=O)Oc1ccccc1	10	-4	4	2	-2	-4.3	11	6	8	0
CCc1ccc(-c2ccc3nnc(SCC(N)=O)n3n2)cc1	3	5	3	5	-6	-1.2	-3	-6	4	-6
O=C(c1cccs1)N1CCN=C1SCc1ccc(F)cc1	-8	2	-2	-3	6	-1.8	5	-1	-1	5
CCOC(=O)C1C(=O)NC(N2CCOCC2)=NC1C(C)C (centres undefined)	-3	3	-6	-5	2	-1.3	3	-6	3	-1
CCCn1c(N)c(C(=O)CN(C)CC(=O)Nc2ccccc2CC)c(=O)[nH]c1=O	-3	0	0	5	3	0.3	2	-4	8	0
Cc1ccc(-n2ncc(C(=O)O)c2C2CCN(C(=O)OC(C)(C)C)CC2)cc1	11	2	1	-5	-2	-1.4	-2	2	3	-1
CN(CC(=O)NC1CCCCC1)S(=O)(=O)c1cccc2nsnc12	8	3	-22	4	-1	-0.2	13	-11	-15	-3
Cc1ccc(C)c(NC(=O)c2cnn(-c3ccccc3)c2C)c1	1	-1	-12	-3	4	0.1	3	-8	-6	4
COc1cc(CN2CCN(C(O)(c3ccccc3)c3ccccc3)CC2)cc(OC)c1OC	-1	2	10	-3	-1	0.6	1	5	-1	0
COC(=O)C1=C(C)N(C)C(=NCC2CC2)NC1c1cccc(Cl)c1 (centres undefined)	1	-2	4	1	10	-1.3	.	6	-2	-1
O=C(COC(=O)c1cccc(Cl)c1)NC1CCS(=O)(=O)C1 (centres undefined)	5	-3	1	5	-1	0.8	4	4	2	1

Screening results (PubChem)
